Myeloid diff 2 = myeloid differentiation induction; ER-HoxA9 myeloid progenitors, lysozyme-GFP differentiation, flow cytometry; calls only at 10 µM; 1% of 360,000 active; AID 624256;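 active means normalized GFP-positive differentiation at or above the plate's own cutoff, the solvent-only control mean plus 3 SD; inconclusive means no clear call, values can overlap the other calls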;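 further: cells exposed to compound for four days before flow analysis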
Myeloid diff 2 GFP+ MAC1+ % = further read-out of Myeloid diff 2, marked with its call; GFP+ MAC1+ double positive, %; measured here: differentiation confirmed by MAC1 staining
* marks the source's active call; other numbers are inactive results; i = inactive; ? = inconclusive; . = no result given. An excerpt; rates above refer to the full screens.

no.	canonical_smiles	Myeloid diff 2 GFP+ MAC1+ %	Myeloid diff 2
1	NS(=O)(=O)c1ccc(CCNC(=O)CSc2nc3ccsc3c(=O)n2Cc2ccccn2)cc1	1.5	i
2	COc1cc(NCCCCCCN)c2ncccc2c1OC	1.6	i
3	CCOc1ccc(Br)cc1S(=O)(=O)NC1CCCC1	0.8	i
4	Cc1cc(C)cc(NC(=O)COC(=O)CNC(=O)C2CCCCC2)c1	0.0	i
5	COc1ccc(-n2c(SCC(=O)NCC3CCCO3)nc3ccccc3c2=O)cc1Cl (stereo not given)	3.3	i
6	CCCN(C(=O)COC(=O)CCC(=O)c1ccccc1)c1c(N)n(Cc2ccccc2)c(=O)[nH]c1=O	1.4	i
7	CN(CC(=O)Nc1ccc(F)cc1)C(=O)CN1C(=O)c2ccccc2C1=O	1.0	i
8	COc1ccc([C@@H]2CC(=O)c3c(O)cc(O[C@@H]4OC(CO[C@@H]5OC(C)[C@H](O)[C@@H](O)[C@H]5O)[C@@H](O)[C@H](O)[C@H]4O)cc3O2)cc1O (stereo not given in full)	3.2	i
9	CC(C)(C)C(C(=O)Oc1ccccc1)c1ccccc1 (stereo not given)	1.4	i
10	CCOC(=O)[C@]12CCCC=C1N(Cc1ccccc1)C(=O)[C@H](CC(=O)NCc1ccccc1)C2	2.7	i
11	CSc1cnnc2ccccc12	1.0	i
12	C[C@@H]1CC2=C(C(=O)OC(C)(C)O2)[C@H](c2ccc(F)cc2)O1	1.2	i
13	COc1cc2ccc(=O)oc2c(O)c1O	1.8	i
14	COC(=O)c1ccccc1N=NNc1ccc([N+](=O)[O-])cc1	0.9	i
15	COc1ccc(NC(=O)N(C)C[C@H]2Oc3c(NS(=O)(=O)c4cn(C)cn4)cccc3C(=O)N([C@H](C)CO)C[C@@H]2C)cc1	2.5	i
16	COc1ccc(C(=O)N(Cc2ccco2)Cc2cc3cc(C)ccc3[nH]c2=O)cc1OC	1.0	i
17	CC(C)NC(=O)NC(=O)CSc1ccc(S(=O)(=O)N2CCOCC2)cn1	0.6	i
18	CSc1ccccc1C(=O)N1CCN(S(=O)(=O)c2sc(C(=O)O)c(C)c2C(=O)O)CC1	0.4	i
19	C[C@]12c3[nH]c4cc(-c5ccco5)ccc4c3CCN1C(=O)[C@@H](CC(=O)NCCc1ccccn1)C[C@@H]2C(=O)N1CCCCC1	0.8	i
20	CCCCCCCCN1C(=O)[C@H](CC(=O)N2CCC(c3ccccc3)CC2)C[C@@]2(C(=O)OC)CC(C)(C)CC=C12	2.6	i
21	NS(=O)(=O)c1ccc(CCNC(=O)C2CCCN2C(=O)c2cccs2)cc1 (stereo not given)	0.3	i
22	Cc1cc2nnc(SCC(=O)NCc3ccco3)n2c2ccccc12	0.0	i
23	COC(=O)c1ccc(C(=O)N2CCCCCC2(C)C(=O)NC(C)C)cc1 (stereo not given)	2.0	i
24	C/C(=N/Nc1ccc(C(=O)c2c(C)cc3ccccn23)cc1[N+](=O)[O-])c1ccc(O)cc1	0.9	i
25	COc1ccc(C2(C)NC(=O)N(CC(=O)Nc3ccc4c(c3)CCC4)C2=O)cc1OC (stereo not given)	1.0	i
26	O=C(NCc1cc(C(F)(F)F)ccc1Cl)c1cccc2c1C(=O)c1ccc(N3CCCCC3)cc1S2(=O)=O	.	?
27	O=S(=O)(c1ccc(NC(=S)N2CCCCC2CO)cc1)N1CCOCC1 (stereo not given)	0.8	i
28	CCN(C(=O)c1cc(S(=O)(=O)N2CCCC2)ccc1C)C1CCS(=O)(=O)C1 (stereo not given)	0.1	i
29	O=C1ON=C(c2ccccc2[N+](=O)[O-])/C1=C/c1cccc([N+](=O)[O-])c1O	0.1	i
30	C=CC[C@@H](CC(=O)NCCO)C(=O)N[C@@H](C)COC(=O)[C@@H](CC=C)Cc1ccc(F)cc1	2.2	i

Record cards (already shown). Order of values: Myeloid diff 2 GFP+ MAC1+ % | Myeloid diff 2
C[C@]12c3[nH]c4cc(-c5ccco5)ccc4c3CCN1C(=O)[C@@H](CC(=O)NCCc1ccccn1)C[C@@H]2C(=O)N1CCCCC1 across the screens: 0.8 | i
COC(=O)c1ccc(C(=O)N2CCCCCC2(C)C(=O)NC(C)C)cc1 (stereo not given) across the screens: 2.0 | i
COC(=O)c1ccccc1N=NNc1ccc([N+](=O)[O-])cc1 across the screens: 0.9 | i
COc1ccc(-n2c(SCC(=O)NCC3CCCO3)nc3ccccc3c2=O)cc1Cl (stereo not given) across the screens: 3.3 | i
COc1ccc([C@@H]2CC(=O)c3c(O)cc(O[C@@H]4OC(CO[C@@H]5OC(C)[C@H](O)[C@@H](O)[C@H]5O)[C@@H](O)[C@H](O)[C@H]4O)cc3O2)cc1O (stereo not given in full) across the screens: 3.2 | i

Going on with the list.
no.	canonical_smiles	Myeloid diff 2 GFP+ MAC1+ %	Myeloid diff 2
31	CCN1C(=O)[C@@H]2[C@H](C1=O)[C@@H]1C(=O)Nc3ccccc3C(=O)N1[C@@H]2c1ccc(Br)cc1	1.8	i
32	Cc1ccc(-c2cc(C(=O)N3CCN(C4CCS(=O)(=O)C4)CC3)c3ccccc3n2)cc1 (stereo not given)	0.3	i
33	CCN(C(=O)COC(=O)c1cnc(C)cn1)c1c(N)n(Cc2ccccc2)c(=O)[nH]c1=O	0.3	i
34	CCCC(=O)N1CCCC(c2cc(C(=O)Nc3ccc4c(c3)OCO4)no2)C1 (stereo not given)	0.9	i
35	N#CCCN1CCN(CCC#N)C1=S	0.7	i
36	CN(C)S(=O)(=O)c1ccc(SCC(=O)Nc2cccc(S(=O)(=O)N3CCCC3)c2)nc1	0.3	i
37	CN1CCN(c2ccc(CNC(=O)C3Cc4c(-c5ccc6c(c5)OCO6)ccnc4O3)cc2)CC1 (stereo not given)	0.2	i
38	O=C(Cc1ccc(Cl)cc1)N/N=C/c1ccc(O)c(O)c1	1.1	i
39	C[C@]12C(=O)N(c3cccc(F)c3)C(=O)N1[C@H]1c3ccccc3OC[C@@H]1[C@H]2c1ccccc1	1.0	i
40	CC1=C(C(=O)N(C)C)CC(CC(=O)NCc2cccs2)C(=O)N1CCCN1CCCC1=O (stereo not given)	0.6	i
41	CCCCNC(=O)C1(C)CCN1C(=O)c1cc(F)ccc1C (stereo not given)	1.8	i
42	O=C(O)C1OC1(c1ccccc1Cl)c1ccccc1Cl (stereo not given)	1.2	i
43	O=C(NC(c1ccc(Cl)cc1)c1ccccn1)C1CCN(CCOc2ccc(Cl)cc2Cl)CC1 (stereo not given)	0.6	i
44	COC(=O)[C@@]12C[C@@H](CC(=O)NCc3ccccc3)C(=O)N(Cc3ccccc3)C1=CCC(C)(C)C2	3.2	i
45	COc1ccc(N(CCOc2ccccc2)S(=O)(=O)c2ccccc2)cc1	0.7	i
46	Cc1ccccc1OC1(C)CCN(Cc2ccc(-c3ccccn3)cc2)C1 (stereo not given)	1.1	i
47	COc1ccc(CC(N)c2csc(NC(=O)c3cc(C(C)(C)C)oc3C)n2)cc1 (stereo not given)	0.8	i
48	COc1cc(-c2noc(C)c2C(=O)NCCCn2ccnc2)cc(OC)c1OC	1.9	i
49	CSCCNC(=O)C1(C)CCN1C(=O)c1cc(C)n(C)n1 (stereo not given)	0.8	i
50	COc1ccc2c3n(nc2c1)CCN=C3c1ccc(Cl)cc1	1.2	i
51	CCOC(=O)[C@H]1[C@H]2COc3ccc(OC)cc3[C@@H]2N2C(=O)c3ccccc3NC(=O)[C@@]12C	3.3	i
52	COc1ccc2c(c1)C(=O)Nc1cc(Cl)ccc1N2	0.6	i
53	COc1ccc(-c2cc3nc(NCC4CCCCC4)n(C)c(=O)c3s2)cc1OC	0.7	i
54	CN(C)c1cccc(NC(=O)C2Cc3c(-c4ccccc4Oc4ccccc4)ccnc3O2)c1 (stereo not given)	0.8	i
55	COc1ccccc1Cc1c(-c2ccc(C)cc2)nc2ccc(Br)cn12	0.7	i
56	COc1ccc(NC(=O)C(C2CC2)n2c(=O)c(-c3ccccc3)nc3ccccc32)cc1 (stereo not given)	3.5	i
57	Cc1nc2ccc(NC(=O)CSc3ccccc3)cc2s1	0.1	i
58	COc1ccc(CCN2CC(C(=O)OCC(=O)NCc3ccccc3Cl)CC2=O)cc1OC (stereo not given)	1.2	i
59	CCN(C(=O)COC(=O)c1ccccc1Cc1ccccc1)c1c(N)n(Cc2ccccc2)c(=O)[nH]c1=O	0.7	i
60	Cc1cccc(C(=O)OC(C)C(=O)NCC2CCCCC2)c1O (stereo not given)	0.3	i

Gathered by group, those above containing bromine.
no.	canonical_smiles	Myeloid diff 2 GFP+ MAC1+ %	Myeloid diff 2
3	CCOc1ccc(Br)cc1S(=O)(=O)NC1CCCC1	0.8	i
31	CCN1C(=O)[C@@H]2[C@H](C1=O)[C@@H]1C(=O)Nc3ccccc3C(=O)N1[C@@H]2c1ccc(Br)cc1	1.8	i
55	COc1ccccc1Cc1c(-c2ccc(C)cc2)nc2ccc(Br)cn12	0.7	i

Next compounds follow:
no.	canonical_smiles	Myeloid diff 2 GFP+ MAC1+ %	Myeloid diff 2
61	O=C(NC1CC1)c1ccccc1NC(=O)c1ccccc1OC(F)F	0.8	i
62	O=C(Nc1ccc2c(c1)OCCO2)C(CCc1ccccc1)N1CCN(c2ccc(F)cc2)CC1 (stereo not given)	1.0	i
63	COc1ccc(C2c3c(oc4ccccc4c3=O)C(=O)N2CCN2CCOCC2)cc1OC (stereo not given)	0.7	i
64	CCC/C=C/c1ccc(CN2C(C(C)C)C(=O)N(Cc3cn(CCC4OCCCO4)nn3)CCS2(=O)=O)cc1 (stereo not given)	0.4	i
65	Nc1ncnc2c1ncn2[C@@H]1O[C@H](CNCc2ccccc2)[C@@H](O)[C@H]1O	1.0	i
66	C[C@@H]1CN([C@@H](C)CO)C(=O)c2cccc(NS(=O)(=O)c3cccs3)c2O[C@H]1CN(C)Cc1ccc(C(F)(F)F)cc1	0.7	i
67	O=C(O)CCC(=O)c1ccc(C2CCCCCC2)cc1	0.7	i
68	COC(=O)c1c(C)[nH]c(C(=O)OCC(=O)c2ccc(C)s2)c1C	0.9	i
69	OCC[C@@H]1C[C@H](O)[C@@H](O)[C@]2(OCCc3cc(C(F)(F)F)ccc32)O1	1.2	i
70	CC(C)(C)c1ccc(C(=O)NC(=O)CSc2n[nH]c(N)n2)cc1	1.0	i
71	Cc1ccc(C(=O)NCC(c2cccs2)N(C)C)cc1S(=O)(=O)N1CCOCC1 (stereo not given)	1.1	i
72	COc1ccc(-c2csc(C(C)(O)c3ccc(F)c(F)c3)n2)cc1OC (stereo not given)	1.1	i
73	C[C@@H]1CN([C@H](C)CO)C(=O)CCCn2nncc2CO[C@@H]1CN(C)S(=O)(=O)c1ccc(Cl)cc1	0.4	i
74	CCOc1ccc(S(=O)(=O)N2CCC(C(=O)OCc3cccc(OC)c3OC)CC2)cc1	0.4	i
75	COC1=C(Br)C(=O)c2ncccc2C1=O	1.0	i
76	CC(OC(=O)CC1Sc2ccccc2NC1=O)C(=O)N(C)Cc1ccccc1 (stereo not given)	0.0	i
77	COc1ccc(S(=O)(=O)n2c(N)nc3ccccc32)cc1	0.7	i
78	CC1=C(C(=O)N2CCOCC2)CC(CC(=O)NCc2cccs2)C(=O)N1CCCN1CCCC1=O (stereo not given)	1.4	i
79	CCc1ccccc1Oc1nc(NCc2ccccc2)nc2ccsc12	3.2	i
80	CC(O)(c1cccnc1)c1nc(-c2ccc(S(C)(=O)=O)cc2)cs1 (stereo not given)	0.9	i
81	CC12CCC(=O)N1C(C(=O)NNC(=O)COc1ccccc1F)CS2 (stereo not given)	0.4	i
82	Cc1cccc(C(=O)OCC(=O)NCc2ccco2)c1	0.2	i
83	CC(C)C1C(=O)N(Cc2cn(CCC3OCCO3)nn2)CCS(=O)(=O)N1Cc1ccc(-c2ccc(F)cc2Cl)cc1 (stereo not given)	0.4	i
84	COc1ccccc1CCNC(=O)c1cccc(NC(=O)CC2SC(N3CCCCC3)=NC2=O)c1 (stereo not given)	1.1	i
85	CCN(CC)CCNc1ccc(Cl)cc1[N+](=O)[O-]	0.4	i
86	CC1(C)OC(=O)C2=C(CC(c3ccccc3)OC2CCc2ccccc2)O1 (stereo not given)	0.6	i
87	O=C1c2ccccc2[C@@H]2C[C@@H](O)[C@H](Nc3cccc(Cl)n3)CCN12	0.5	i
88	CCCc1nc2c(C)cc(Br)cn2c1Cc1ccc(OC)cc1C	1.0	i
89	CCOC(=O)C1=C(COC(=O)c2cc([N+](=O)[O-])ccc2Cl)NC(=O)NC1C (stereo not given)	0.6	i
90	COc1ccccc1/C=C/C(=O)OCC(=O)c1cc(C)n(C)c1C	0.2	i

Next entries
no.	canonical_smiles	Myeloid diff 2 GFP+ MAC1+ %	Myeloid diff 2
91	N#CC1C(=O)c2ccccc2C1c1ccccc1 (stereo not given)	.	?
92	CC(=O)c1c(C)[nH]c(C(=O)OCC(=O)Nc2cccnc2Cl)c1C	0.7	i
93	CCCCCCCCCCCCCC(=O)O	1.5	i
94	CCCCN1CC(N2CCN(Cc3ccccc3)CC2)CS1(=O)=O (stereo not given)	0.5	i
95	CC(C)(CNC(=O)c1cc([N+](=O)[O-])ccc1N1CCC(Cc2ccccc2)CC1)N1CCOCC1	0.3	i
96	O=C(COc1ccc(Cl)cc1Cl)Nc1cccc(-c2ccc(N3CCOCC3)nn2)c1	0.8	i
97	N#Cc1ccc(C(=O)OCC(=O)NC(=O)NC2CCCCC2)cc1	0.7	i
98	CC1CN(CCc2ccccc2)C(C)C/C1=N/O (stereo not given)	0.3	i
99	CN(CCc1ccccc1)C(=O)c1cccc(NC(=O)Cc2cccc(NC(=O)C3CCN(C(=O)c4ccccc4)CC3)c2)c1	0.7	i
100	Cc1ccc(S(=O)(=O)N2CCN(C(=O)c3ccc(N4CCC(C)CC4)c([N+](=O)[O-])c3)CC2)cc1	1.4	i
101	CC1(C(=O)NCc2cccc3ccccc23)CCN1C(=O)Cc1ccc(-c2ccccc2)cc1 (stereo not given)	0.5	i
102	CCc1nc2ccc(C(=O)N3CCN(c4ccccc4)CC3)cn2c1N(C)CCCc1ccccc1	1.3	i
103	COc1ccc2c3n([n+]([O-])c2c1)CCN=C3c1cc(Cl)c(N)c(Cl)c1	2.4	i
104	CC(=O)Nc1cccc(-c2csc(C(NC(C)=O)c3ccc(F)c(F)c3)n2)c1 (stereo not given)	1.2	i
